Screening data (PubChem BioAssay)
Abeta rescue: qHTS for compounds that reverse cellular toxicity of Amyloid beta (A-beta) peptide in yeast: Primary Screen; Potency, µM (series often up to 46.1 µM), for the others: at the top dose growth rescue, actives largely listed as activators; AID 1347071, 2019; yeast expressing A-beta42, growth rescue, OD600, 48 h; response scale: 0% DMSO, 100% iron-clioquinol control; 410,000 compounds, 0.063% hits; note: potency is the fitted concentration of half-maximal effect; nearly all actives have a fitted effect of over 55% in size
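Yeast A-beta toxicity model in growth medium with pinned compounds, 48 h at 30 C; growth read as absorbance at 600 nm. Normalized to FeCl3/clioquinol equimolar mix (positive) and DMSO (negative).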
EPAC1 antagonist: qHTS for Antagonist of cAMP-regulated guanine nucleotide exchange factor 3 (EPAC1): primary screen | Rap guanine nucleotide exchange factor 3 (Homo sapiens), O95398 | EPAC1 GEF assay, Rap1b-BODIPY-GDP exchange fluorescence | Potency, µM (highest dose often 115 µM), inactives show at the highest dose activity change, negative = inhibition, hits mostly inhibitors | 360,000 compounds, 0.14% hits;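 note: potency is the fitted concentration of half-maximal effect; plate controls were vehicle for no effect and positive control for full effect; nearly all actives have a fitted effect of over 50% in size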
FUS yeast rescue: qHTS for Suppressors of FUS Proteinopathy: Primary screen using FUS-linked yeast assay. S. cerevisiae FUS-expressing, growth rescue, OD600, 24 h. Potency, µM (highest dose often 76.6 µM), inactives show top-dose growth rescue (activation), actives largely listed as activators. 390,000 compounds, 0.24% hits. AID 1347120, 2019;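 note: potency is the fitted concentration of half-maximal effect; plate controls were DMSO vehicle for no effect and reference control for full effect; nearly all actives have a fitted effect of over 55% in size; some results filed as inactive show a strong effect at the top dose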
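Cultures pregrown in 2.5% raffinose medium are shifted to minimal medium containing 2% galactose to express toxic FUS. Compounds are tested at several concentrations. After 24hr at 30C, growth is quantified at 600 nm absorbance.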
PI5P4Ka inh: qHTS for Inhibitors of phosphatidylinositol 5-phosphate 4-kinase (PI5P4K); Phosphatidylinositol 5-phosphate 4-kinase type-2 alpha (Homo sapiens), P48426; PI5P4Kalpha enzyme, ADP-Glo luminescence, 60 min; active compounds read low; max response, %; 330,000 compounds, 1.2% hits; AID 652105, 2013; active = max response of -50% or lower; inconclusive = between -30% and -50%; inactive = -30% or higher; note: value at the top dose of about 77 µM; % is set by controls: 0 for no effect and ±100 for the full control effect
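Reactions run in 0.038 M HEPES pH 7.4, 0.28 mM EGTA, 0.1% CHAPS and 5% DMSO, with PI5P4Kalpha, substrate, compound and 5 microM ATP final, one hour at room temperature. Readout is ADP-Glo luminescence.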
IL-2 act: qHTS of IL-2 Activators; 360,000 compounds, 0.065% hits; activation, % (series mostly up to about 46 µM); IL-2 activation reporter assay, cell-based qHTS; stimulated with anti-CD3/CD4/CD28 beads; in transgenic mouse T cells; AID 652025, 2013; in the data active = activation above about 50%; inconclusive = mostly about 30% to 49%; note: 0% is about no effect
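Readout: EGFP and DsRed signals by fluorescent plate cytometry. Unstimulated transgenic mouse T cells received compound 60 min before antibody-bead stimulation, then incubated 18 h at 37 degrees C.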
PLK1 PBD block: qHTS for Inhibitors of PLK1-PDB (polo-like kinase 1 - polo-box domain): Primary Screen | Serine/threonine-protein kinase PLK1 (Homo sapiens), P53350 | Plk1 PBD binding of FITC phosphopeptide, fluorescence polarization | Potency, µM, for inactives: max response, negative = inhibition, most hits filed as inhibitors | 360,000 compounds, 2.8% hits | AID 720504, 2013; note: potency is the fitted concentration of half-maximal effect; series mostly up to about 57 µM; % is set by controls: 0 for no effect and ±100 for the full control effect; nearly all actives have a fitted effect of over 65% in size
WRN inhibitor: qHTS for Inhibitors of WRN Helicase; Bifunctional 3'-5' exonuclease/ATP-dependent helicase WRN (Homo sapiens), Q14191; WRN helicase unwinding, fluorescent forked duplex, kinetic; Potency, µM (doses to about 114 µM), for the others: top-dose activity change, negative = inhibition, most hits filed as inhibitors; 360,000 compounds, 0.46% hits; AID 651768, 2012; note: potency is the fitted concentration of half-maximal effect; % is set by controls: 0 for no effect and ±100 for the full control effect; nearly all actives have a fitted effect of over 55% in size
Target sequence (Q14191 whole entry, looked up): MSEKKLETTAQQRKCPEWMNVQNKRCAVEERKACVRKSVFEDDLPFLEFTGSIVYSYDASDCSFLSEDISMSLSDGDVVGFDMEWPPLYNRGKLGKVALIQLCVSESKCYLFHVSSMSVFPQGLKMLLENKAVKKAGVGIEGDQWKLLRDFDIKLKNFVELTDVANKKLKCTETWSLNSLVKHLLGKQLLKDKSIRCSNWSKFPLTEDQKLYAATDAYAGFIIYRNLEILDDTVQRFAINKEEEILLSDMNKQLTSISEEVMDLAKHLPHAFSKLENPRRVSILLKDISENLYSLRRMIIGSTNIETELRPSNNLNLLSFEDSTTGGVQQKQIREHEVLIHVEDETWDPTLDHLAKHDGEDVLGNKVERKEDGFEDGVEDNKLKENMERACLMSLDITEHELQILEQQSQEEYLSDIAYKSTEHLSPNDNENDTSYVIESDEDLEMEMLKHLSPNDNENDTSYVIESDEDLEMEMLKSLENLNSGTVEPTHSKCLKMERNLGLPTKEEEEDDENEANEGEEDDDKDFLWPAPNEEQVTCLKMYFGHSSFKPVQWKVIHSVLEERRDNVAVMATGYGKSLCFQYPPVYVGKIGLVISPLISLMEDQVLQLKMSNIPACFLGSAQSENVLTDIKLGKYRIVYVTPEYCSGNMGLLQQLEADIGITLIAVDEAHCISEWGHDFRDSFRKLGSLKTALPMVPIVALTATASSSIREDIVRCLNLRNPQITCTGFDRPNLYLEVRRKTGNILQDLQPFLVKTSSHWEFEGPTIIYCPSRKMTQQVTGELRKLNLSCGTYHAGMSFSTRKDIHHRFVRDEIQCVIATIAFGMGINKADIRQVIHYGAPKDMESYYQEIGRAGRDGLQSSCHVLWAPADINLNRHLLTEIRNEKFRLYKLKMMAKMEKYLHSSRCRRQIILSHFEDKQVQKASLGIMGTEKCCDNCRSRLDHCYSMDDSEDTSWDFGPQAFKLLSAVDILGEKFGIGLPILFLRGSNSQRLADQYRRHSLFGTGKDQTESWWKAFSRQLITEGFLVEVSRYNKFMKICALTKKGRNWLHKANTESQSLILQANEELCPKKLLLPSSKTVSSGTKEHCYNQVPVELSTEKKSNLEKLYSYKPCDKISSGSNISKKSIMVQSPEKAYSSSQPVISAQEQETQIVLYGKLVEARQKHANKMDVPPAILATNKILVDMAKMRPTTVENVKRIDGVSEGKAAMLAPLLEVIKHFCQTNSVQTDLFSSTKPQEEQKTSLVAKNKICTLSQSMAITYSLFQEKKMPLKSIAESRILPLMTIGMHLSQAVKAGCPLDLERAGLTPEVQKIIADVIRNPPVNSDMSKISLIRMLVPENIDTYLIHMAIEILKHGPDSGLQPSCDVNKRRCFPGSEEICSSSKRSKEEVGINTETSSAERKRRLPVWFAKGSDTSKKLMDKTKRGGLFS
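Screening of the MLSMR collection measured strand separation of a quenched forked DNA duplex (100 nM) by 20 nM WRN with 2 mM ATP, all final. Compounds were preincubated with enzyme 15 min at room temperature.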
EPAC1 ag: qHTS for Agonist of cAMP-regulated guanine nucleotide exchange factor 3 (EPAC1): primary screen. EPAC1 agonist qHTS, biochemical assay; response scale: 100% = response to 6.5 mM cAMP. Potency, µM (highest dose often 154 µM), without a hit: at the top dose activation, hits mostly activators. Rap guanine nucleotide exchange factor 3 (Homo sapiens), O95398. 360,000 compounds, 0.073% hits. AID 720707, 2013; note: potency is the fitted concentration of half-maximal effect; nearly all actives have a fitted effect of over 60% in size
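Nucleotide exchange by EPAC1 (100 nM) on Rap1B–BODIPY-GDP (250 nM) in the presence of 50 uM GDP is tracked fluorescently at 480/540 nm over 30 min. Signals are normalized to a 6.5 mM cAMP control.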
An asterisk follows results filed as active; ? = inconclusive; · = no result given; [ ] = another dose, or the depositor's remark. Unless noted, calls come from the whole dose curve; as a rule, active = well fitted curve in the direction sought with a large enough effect; inconclusive = small, poorly fitted or top-dose-only effect, or another doubt; inactive = no such curve, though single readings can be large; an effect the other way counts as inactive or inconclusive. Hits appear at their usual frequency; about 4.1% have a hit in one of these screens.

1	Cc1c(Br)c([N+](=O)[O-])nn1C(C)C(=O)NCc1cccs1 (stereo unspecified)
2	CCCc1nnc(NC(=O)CSc2nc3ccccc3[nH]2)s1
3	O=C(CCN1CCN(c2ccccc2F)CC1)Nc1ccccc1F
4	Cc1nc2ccn(Cc3ccccc3)c(=O)c2cc1C(=O)N1CCN(c2ccccc2)CC1
5	Cc1cc(C)cc(Nc2c(F)c(F)c(F)c(F)c2C(=O)O)c1
6	CC1=Nc2cc(C(=O)NCCN3CCOCC3)ccc2Sc2c(C)ccc(C)c21
7	CN(c1ccccc1)S(=O)(=O)c1cccc(NC(=O)c2cc(=O)c3ccccc3o2)c1
8	OCCNCCCCSc1ccc(Cl)cc1
9	CC1CCCN(C(=O)CNC(=O)c2cccs2)C1 (stereo unspecified)
10	Cc1ccc(C(=O)N/N=C\c2ccc[nH]2)cc1[N+](=O)[O-]

| Compound | 1 | 2 | 3 | 4 | 5 | 6 | 7 | 8 | 9 | 10 |
| --- | --- | --- | --- | --- | --- | --- | --- | --- | --- | --- |
| Abeta rescue | 18% | -11% | 10%[9.22 µM] | 16% | -12% | -12% | 0% | 9% | -2% | 12% |
| EPAC1 antagonist | 12% | -36% | -12% | -4% | -23% | -8% | -6% | 0% | -2% | 10% |
| FUS yeast rescue | 5% | 11% | -44% | -14% | -4% | 4% | 1% | -28% | 6% | 17% |
| PI5P4Ka inh | · | 6 | -4 | 1 | 15 | -3 | 4 | 0 | 2 | -6 |
| IL-2 act | -1.6 | -0.5 | 1.7 | -2.9 | -0.8 | -0.9 | -0.5 | -1.6 | -0.4 | -2.7 |
| PLK1 PBD block | -10% | -14% | -8% | -13% | 2% | 5% | -11% | -11% | 4% | 1% |
| WRN inhibitor | -12%[57.1 µM] | -32% | -20% | 2% | -2% | 3% | 7% | 3% | -3% | -1% |
| EPAC1 ag | -4% | 3% | 7% | 0% | -4% | -11% | 5% | 16% | -1% | 0% |

11	O=C(Nc1cccc(C(F)(F)F)c1)C1CCN(S(=O)(=O)c2cnc[nH]2)CC1
12	COc1cc(NC(=O)Nn2cnnc2)cc(OC)c1OC
13	CCOC(=O)C1CCN(C(=O)c2ccc(OCC(=O)Nc3cccc(C(F)(F)F)c3)c(OC)c2)CC1
14	c1ccc(-c2nnc(N3CCCC3)nc2-c2ccccc2)cc1
15	CC(Oc1ccccc1)C(=O)Nc1cccc([N+](=O)[O-])c1 (stereo unspecified)
16	CCOCCCNCc1cccc(OC)c1
17	CCOC(=O)Cc1csc(NC(=O)CSc2nc3cccnc3n2CC)n1
18	CC(NC(=O)c1cc(S(=O)(=O)N(C)C)ccc1Cl)c1ccc(-n2ccnc2)cc1 (stereo unspecified)
19	COc1cccc(-c2nc(OC(C)C)c3ccccc3n2)c1
20	CC(=O)Nc1ccc2nc(NC(=O)CN3CCOCC3)sc2c1

| Compound | 11 | 12 | 13 | 14 | 15 | 16 | 17 | 18 | 19 | 20 |
| --- | --- | --- | --- | --- | --- | --- | --- | --- | --- | --- |
| Abeta rescue | 11% | -13% | 2% | -10% | 9% | 1% | -4% | -5% | -3% | -15% |
| EPAC1 antagonist | 8% | -7% | -30% | -5% | 1% | -24% | -7% | -21% | -7% | 8% |
| FUS yeast rescue | -2% | 0% | ? | -22% | 3% | 9% | 12% | 10% | · | -22% |
| PI5P4Ka inh | 1 | 2 | 2 | 0 | -3 | · | 2 | 1 | 32 | -8 |
| IL-2 act | -1.5 | 1.0 | -4.5 | -1.2 | -0.5 | -0.2 | -1.4 | 0.8 | -6.0 | 2.8 |
| PLK1 PBD block | -1% | -16% | -10% | -17% | -8% | 0% | -21% | -3% | -6% | -15% |
| WRN inhibitor | 3% | 6% | 1% | -2% | 1% | 0% | -15% | -6% | -29% | 4% |
| EPAC1 ag | -1% | 0% | -4% | -7% | -8% | 1% | 0% | -9% | 3% | -6% |

21	O=C(CCCSc1ccccc1)Nc1cccc(CO)c1
22	CCc1nc(OCCN(CC)CC)c2oc3ccccc3c2n1
23	CC(=O)Nc1ccc(Nc2cc(N(C)C)c3nonc3c2[N+](=O)[O-])cc1
24	Cn1c(=O)c2c(nc(NCc3ccc4c(c3)OCO4)n2Cc2ccccc2F)n(C)c1=O
25	CC(C)(C)C(=O)Nc1cc(S(=O)(=O)N2CCCCC2)ccc1N1CCCCC1
26	O=C(NCCN1CCOCC1)c1ccc(F)cc1
27	N#CCCN1CCN(S(=O)(=O)c2ccc(S(=O)(=O)N3CCCCCC3)cc2)CC1
28	COc1ccc(C2=Nc3ccccc3NC(=O)C2N(C(=O)c2ccnc3ccccc23)c2ccccc2)cc1 (stereo unspecified)
29	COc1cccc(C(=O)Nc2cc(C)on2)c1OC
30	CCOC(=O)CNC(=O)C(Cc1ccccc1)NS(=O)(=O)c1cccs1 (stereo unspecified)

| Compound | 21 | 22 | 23 | 24 | 25 | 26 | 27 | 28 | 29 | 30 |
| --- | --- | --- | --- | --- | --- | --- | --- | --- | --- | --- |
| Abeta rescue | 1% | 28% | 7% | 8% | -15% | 10% | -9% | -3% | 7% | 16% |
| EPAC1 antagonist | -1% | 5% | 8% | -2% | -17% | 3% | -20% | 4% | 5% | -1% |
| FUS yeast rescue | 22% | 8% | 8% | 4% | ? | 8% | -23% | ? | -7% | -19% |
| PI5P4Ka inh | 5 | · | -4 | -4 | -16 | · | 3 | -5 | -5 | 0 |
| IL-2 act | -0.2 | -1.8 | 0.8 | -0.6 | -2.3 | 0.4 | 3.2 | 0.0 | 0.4 | -2.8 |
| PLK1 PBD block | -10% | -7% | -8% | 5% | -24% | -8% | -7% | -5% | -10% | -2% |
| WRN inhibitor | -2% | 2% | 13% | -4% | -10% | -5% | 2% | 7% | 1% | -8% |
| EPAC1 ag | 10% | -3% | 9% | -4% | 6% | 5% | 2% | 0% | -3% | 4% |

31	Oc1ccc(Cl)cc1CNCc1cccc2ccccc12
32	COc1ccc(-c2cc3ccc(OC(C)C(=O)O)cc3oc2=O)cc1 (stereo unspecified)
33	O=C(NC1CCCc2ccccc21)c1cn2ccccc2n1 (stereo unspecified)
34	O=C(/C=C/c1cccs1)c1cc(Cl)ccc1OC(=O)N1CCOCC1
35	COCCNC(=O)CSc1ccccc1C(=O)O
36	CCN1CCN(c2cc(C)c3cc(NC(=S)N(C)Cc4ccccc4)ccc3n2)CC1
37	CC(=O)c1cccc(NC(=S)Nc2cccc3ccccc23)c1
38	O=C1c2ccccc2C(=O)N1CCc1c(-c2ccccc2)[nH]c2ccccc12
39	O=C(NCCSc1ccc(Br)cc1)c1ccccc1
40	COc1ccc2nc(NC(=O)c3ccc(NC(=O)C4CCCO4)cc3)sc2c1 (stereo unspecified)

| Compound | 31 | 32 | 33 | 34 | 35 | 36 | 37 | 38 | 39 | 40 |
| --- | --- | --- | --- | --- | --- | --- | --- | --- | --- | --- |
| Abeta rescue | 6% | -6% | 3% | -22% | -14% | -15% | ? | 9% | 8% | -1% |
| EPAC1 antagonist | -5% | 6% | ? | 0% | -14% | 9% | -1% | -15% | -9% | 6% |
| FUS yeast rescue | -11% | -10% | 0% | 24% | 6% | -2% | 12% | 26% | -7% | 7% |
| PI5P4Ka inh | 11 | -3 | 1 | 1 | 10 | -3 | -8 | 16 | 7 | 2 |
| IL-2 act | -2.8 | -0.1 | -0.6 | 3.7 | 0.5 | -0.6 | -0.8 | 0.0 | 0.8 | 0.1 |
| PLK1 PBD block | -1% | -6% | -10% | -7% | -9% | 3% | -18% | 1% | 27µM* | -6% |
| WRN inhibitor | -9% | -5% | 7% | -3% | 7% | 3% | 16% | -12% | -1% | 22% |
| EPAC1 ag | 5% | 8% | 9% | 7% | 3% | -2% | -2% | 14% | -7% | -2% |

41	COc1cc2c(cc1OC)CN(C(=S)Nc1cccc(Cl)c1C)CC2
42	O=C(COc1ccccc1)N1CCN(c2ccccc2)CC1
43	S=C(c1cn(CCOc2ccccc2)c2ccccc12)N1CCCC1
44	O=Nc1ccc(O)c2ncccc12
45	Cc1ccc(S(=O)(=O)N2CCCN(C(C)c3nc4ccccc4c(=O)[nH]3)CC2)cc1 (stereo unspecified)
46	CC1(C)CN=C(N(Cc2ccccc2)C(=O)Nc2ccccc2)S1
47	COCCn1c(SCC#N)nnc1-c1ccc(OC)cc1
48	Cc1cccc(C(=O)NCCc2nnc(SCC(=O)Nc3nc(C)cs3)n2C)c1
49	Clc1ccc(-c2nc(-c3ccccn3)no2)cc1Cl
50	CC(C)Oc1ccc2ccccc2c1CNC[C@H]1O[C@@H](n2ccc(=O)[nH]c2=O)[C@H](O)[C@@H]1O

| Compound | 41 | 42 | 43 | 44 | 45 | 46 | 47 | 48 | 49 | 50 |
| --- | --- | --- | --- | --- | --- | --- | --- | --- | --- | --- |
| Abeta rescue | -1% | -16% | -8% | 24% | -13% | 22% | 14% | 13% | -2% | 14% |
| EPAC1 antagonist | -14% | -20% | 4% | -6% | -16% | 1% | -2% | -16% | 5% | -8% |
| FUS yeast rescue | 7% | -5% | 33% | -20% | -9% | -10% | 0% | 2% | -11% | -8% |
| PI5P4Ka inh | 9 | 2 | -3 | -19 | 4 | -5 | · | · | · | 1 |
| IL-2 act | 1.8 | 0.8 | -3.2 | 1.2 | -0.6 | -0.7 | -0.7 | -2.8 | 0.8 | 0.5 |
| PLK1 PBD block | -16% | -10% | ? | -11% | -4% | -4% | 1% | -7% | -5% | 0% |
| WRN inhibitor | ? | 2% | -4% | 5% | 1% | -1% | -9% | 3% | -5% | -6% |
| EPAC1 ag | 3% | -8% | 15% | 2% | 4% | 9% | 6% | 4% | 9% | 10% |
